Screening data from PubChem.
HDAC3 inhib – HDAC3 deacetylase inhibitors, primary screen, biochemical, fluorescence, cell-free homogeneous. Histone deacetylase 3 (Homo sapiens), O15379. AID 2718, 2010. inhibition, % at 8.3 µM. 320,000 tested, 0.15% active. recombinant HDAC3, fluorogenic peptide/trypsin coupled; in the data active = inhibition above about 26%, passing the limit was not always enough; inconclusive = no clear call, values can overlap the other calls
Target sequence (O15379 whole entry, looked up): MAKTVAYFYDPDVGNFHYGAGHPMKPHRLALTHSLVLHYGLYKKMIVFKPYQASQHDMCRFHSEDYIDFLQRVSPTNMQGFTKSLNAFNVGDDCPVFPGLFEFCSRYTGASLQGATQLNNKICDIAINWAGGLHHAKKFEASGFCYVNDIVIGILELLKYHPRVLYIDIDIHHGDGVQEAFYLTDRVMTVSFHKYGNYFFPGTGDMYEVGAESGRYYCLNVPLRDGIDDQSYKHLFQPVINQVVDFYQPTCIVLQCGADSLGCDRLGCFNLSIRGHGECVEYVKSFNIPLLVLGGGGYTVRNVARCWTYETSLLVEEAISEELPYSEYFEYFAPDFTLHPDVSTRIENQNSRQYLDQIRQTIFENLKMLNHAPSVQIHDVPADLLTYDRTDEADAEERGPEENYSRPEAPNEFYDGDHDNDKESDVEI
The depositor's hits bear a star; ? = inconclusive. These rows are one share of the data; count on the stated rates, not on these rows.

Structure | HDAC3 inhib
CC(C(=O)OCC(=O)NC1CCCCC1)N1C(=O)c2ccccc2C1=O (stereo not drawn) | 8.5
COc1cc(OC)cc(-c2oc(=O)c3cc(OC)c(OC)cc3c2C#CCCO)c1 | -37.6
CC1CCN(C(=O)c2[nH]cnc2C(=O)Nc2ccccc2)CC1 | 0.7
C[C@H](O)C(=O)C1=Nc2c(nc(N)[nH]c2=O)NC1 | -23.7
CC1CN(C(=O)COC(=O)c2cccc(S(=O)(=O)N3CCc4ccccc43)c2)CC(C)O1 (stereo not drawn) | -12.5
CC(C#N)Sc1ccc(S(=O)(=O)N(C)C2CCCCC2)cn1 (stereo not drawn) | -3.5
CCc1ccc2nc(NC(=O)CN3C(=O)NC4(CCCC4)C3=O)sc2c1 | 8.3
O=C(COc1cccnc1[N+](=O)[O-])Nc1cc(Cl)ccc1Cl | -0.3
CCN(c1ccccc1)S(=O)(=O)c1cccc(C(=O)OCC(=O)Nc2ccc(NC(C)=O)cc2)c1 | ?
O=C(NC1CC1)c1cc(=S)[nH]c2ccccc12 | -1.7
CC(C)(C)OC(=O)NCCCC[C@H](NC(=O)c1[nH]cnc1C(=O)N[C@@H](Cc1ccccc1)C(=O)OCc1ccccc1)C(=O)OC(C)(C)C | 38.3*
Cc1cc(C(=O)OCC(=O)N2CCOCC2)c(C)n1-c1ccccc1 | 4.8
NC(=O)c1ccsc1NC(=O)COC(=O)c1cccnc1Cl | 3.5
O=C(NCC1CCCCC1)c1cc(S(=O)(=O)N2CCCCC2)ccc1Cl | -1.3
Cc1nn(-c2ccccc2)c(C)c1CNC(=O)c1ccc(S(=O)(=O)NCc2ccco2)cc1 | -2.8
C=CC[C@H](CC(=O)OC(C)(C)C)C(=O)OC[C@@H]1CCCN1C(=O)[C@H](CC=C)CC(=O)N[C@H](CO)Cc1ccccc1 | ?
CCOc1ccc(C(=O)NCC(=O)OCCCC(=O)c2ccc(F)cc2)cc1OCC | -6.8
COc1cc(F)cc(-c2ccc3c(c2)c(-c2cccs2)c(-c2cc(OC)cc(OC)c2)n3C)c1 | 11.6
CC(=O)N1CCN(S(=O)(=O)c2cccc(C(=O)NNC(=O)COc3ccc(F)cc3)c2)CC1 | -5.3
CCOC(=O)c1c(C)[nH]c(C(=O)COC(=O)CCNS(=O)(=O)c2ccc(NC(C)=O)cc2)c1C | 14.6

Next structures:
Structure | HDAC3 inhib
CC(OC(=O)c1cccnc1Cl)C(=O)Nc1ccc2c(c1)OCO2 (stereo not drawn) | -11.9
COc1cc(/C=C/C(=O)OCC(=O)NNC(=O)c2cc(Cl)ccc2OC)ccc1O | 1.0
COc1ccc(C(=O)N2CCN(c3ccc(C(C)=O)cc3)CC2)cc1S(=O)(=O)N1CCCC1 | 8.8
CN(C)C(CNC(=O)c1ccc(OCc2cn3ccccc3n2)cc1)c1ccco1 (stereo not drawn) | -7.2
COc1ccc(C(=O)N2CCN(S(=O)(=O)c3ccc4c(c3)OCCO4)CC2)cc1OC | 3.4
COc1ccc(Cl)cc1NC(=O)CN(C)C(=O)c1sc2ccccc2c1Cl | 9.3
Cn1cccc1C(=O)OCc1cc(-c2ccco2)on1 | 1.2
O=C(OCC(=O)N1CCc2ccccc21)[C@@H]1CC(O)CN1S(=O)(=O)c1ccccc1[N+](=O)[O-] (stereo partly drawn) | 4.0
O=C1CC[C@H](O)CCN1CCSc1ccc(Br)cc1 | 0.3
Nc1ncnc2c1C(c1ccccc1)c1c(ccc3ccccc13)O2 (stereo not drawn) | -7.8
CCOC(=O)[C@H]1[C@H]2COc3ccc(Cl)cc3[C@@H]2N2C(=O)CNC(=O)[C@@]12C | -0.6
Cc1noc(C)c1COc1ccc(C(=O)N2CC(C)CC(C)C2)cc1 (stereo not drawn) | 0.1
O=C(COc1ccccc1)Nc1nc(-c2cccnc2)cs1 | 0.6
O=C(COC(=O)c1cccnc1Cl)NC1CCCc2ccccc21 (stereo not drawn) | -10.7
COc1ccccc1CCC(=O)N1CCN(S(=O)(=O)c2cc(C(F)(F)F)ccc2Cl)CC1 | 2.0
CN(C)S(=O)(=O)c1cccc(NC(=O)CN2C(=O)NC(Cc3ccccc3)C2=O)c1 (stereo not drawn) | -2.2
CCc1nnc(NC(=O)c2cc(-c3ccc(C)o3)nc3ccccc23)s1 | 0.2
COc1ccc(C(=O)NNC(=O)Cc2coc3cc(OC)ccc23)cc1 | 2.7
Cc1ccc(OCC(=O)NC2CCCC(C)C2C)c([N+](=O)[O-])n1 (stereo not drawn) | -3.1
CCN(CC)c1ccc(NC(=O)C2=CC=CN3CCS(=O)(=O)N=C23)cc1 | 2.1

Next section:
Structure | HDAC3 inhib
CC1CN(S(=O)(=O)c2ccc(C(=O)NC3CCCCC3)cc2)CC(C)O1 (stereo not drawn) | 0.2
OCC[C@H]1C[C@H](O)[C@@H](O)[C@]2(CCc3ccccc3O2)O1 | 0.9
N#CCCN(C(=O)COC(=O)c1n[nH]c2ccccc12)c1ccccc1 | -6.1
CCNCC(=O)Nc1c(C)cccc1C | -5.4
O=C(CCCN1C(=O)/C(=C/c2ccccc2OC(F)F)SC1=S)Nc1cccnc1 | 8.5
Cc1ccc(OCC(=O)Nc2ccc(Cl)cc2)c([N+](=O)[O-])n1 | -0.6
Cc1cc(C)c(C)c(S(=O)(=O)N2CCC(C(=O)NCc3ccco3)CC2)c1C | 0.9
CCOc1ccc(NC(=O)COC(=O)c2ccc3c(c2)OCO3)cc1 | 0.8
CS(=O)(=O)Nc1ccccc1C(=O)OCC(=O)N1CCC(c2ccccc2)=N1 | 2.0
COC(=O)c1ccc(C)c(NC(=O)CCCN2C(=O)CN(C)C2=O)c1 | 8.1
CCC(=O)NC(c1cccs1)c1cc(Cl)c2ccccc2c1O (stereo not drawn) | -10.6
COc1ccc(C(=O)Nc2cc(S(=O)(=O)N3CCCC3)ccc2Cl)cc1 | -1.5
COCc1c(C(=O)OCc2nc3ccsc3c(=O)[nH]2)oc2ccccc12 | 2.6
CN(c1ccccc1)S(=O)(=O)c1cccc(C(=O)OCC(=O)NCc2ccccc2)c1 | -9.4
O=C(CN1C(=O)NC2(CCCCCC2)C1=O)NCc1ccccc1Cl | -3.7
CCN(CC(=O)Nc1ccccc1OC)Cc1csc(CC(=O)Nc2ccc(C)cc2)n1 | 4.4
Cc1ccccc1NC(=O)Cc1nc(COC(=O)c2nc(Cl)ccc2Cl)cs1 | -1.8
COc1ccccc1NS(=O)(=O)c1ccc(N2CCOCC2)c(N)c1 | 4.4
Cc1ccnc(NC(=O)C(Cc2ccccc2)NC(=O)c2ccccc2)c1 (stereo not drawn) | 0.0
CC12CCC(=O)N1C(C(=O)NCCN1C(=O)S/C(=C\c3ccccc3Cl)C1=O)CS2 (stereo not drawn) | 2.8

Later entries:
Structure | HDAC3 inhib
O=C(NN=Cc1ccccc1C(=O)O)c1cccc(S(=O)(=O)Nc2cccc(C(F)(F)F)c2)c1 | 3.9
CCN(CC)S(=O)(=O)c1cccc(C(=O)N[C@H](C(=O)NC2=NCCS2)C(C)C)c1 | 0.7
Nc1c(N(CCO)C(=O)C2CCCC2)c(=O)[nH]c(=O)n1Cc1ccccc1 | -2.0
COc1ccc(CC(=O)Nc2ccc(S(=O)(=O)N3CCCC3)cc2)c(OC)c1 | 7.3
Cc1ccc2c(c1)-n1c(nc3ccccc3c1=O)C(CC(C)C)NC2=O (stereo not drawn) | -4.2
COc1ccc(OC)c(C=NNC(=O)c2ccccc2NS(=O)(=O)c2cccs2)c1 | 1.0
CCCCC1C(=O)N(c2ccccc2)N(c2ccc(O)cc2)C1=O (stereo not drawn) | -1.8
COc1ccc(S[C@@H](CCN2CC[C@H](NC(=O)OCc3ccccc3)CCC2=O)c2ccccc2)cc1 | 5.6
O=C(Nc1ccc2[nH]c(=O)[nH]c2c1)c1ccc([N+](=O)[O-])o1 | 3.7
CCN(CC(=O)Nc1ccc(NC(C)=O)cc1)C(=O)c1ccc2c(c1)OCO2 | -1.3
COc1cc(OC)cc(-c2c(C#Cc3ccsc3)c3cc(-c4ccc(N(C)C)nc4)ccc3n2C)c1 | 0.1
C[C@H](CO)N1C[C@H](C)[C@@H](CN(C)S(=O)(=O)c2ccccc2)Oc2c(NC(=O)NC3CCCCC3)cccc2C1=O | 3.8
COc1cc(C(=O)NCC(=O)N2CCN(S(=O)(=O)c3ccccc3C(F)(F)F)CC2)cc(OC)c1OC | -1.4
CCc1cc(Cn2nc(-c3ccccc3C)cc2C(=O)O)on1 | 2.8
CC(C)CN(C(=O)CSc1nc2ccccc2c(=O)n1C)C1CCS(=O)(=O)C1 (stereo not drawn) | -1.6
CC(C)Oc1ccc(C(=O)OCC(=O)NC2CCCCCC2)cc1 | 5.1
O=C(C[C@@H]1C/C=C\CC[C@@H](Cc2ccc(F)cc2)C(=O)OC[C@@H]2CCCN2C1=O)NCCO | -2.3
Cc1ccc(S(=O)(=O)N2CCOCC2)cc1C(=O)OCC(=O)N(Cc1ccccc1)C(C)C | 1.7
CC1(C)C(=O)CC[C@@]2(C)[C@H]1CC[C@@]1(C)CC3=C(CC[C@@H]12)[C@@]1(C)CCC(=O)C(C)(C)[C@@H]1CC3 | 2.3
COc1cc(/C=C/C(=O)N(C)CC(=O)Nc2ccccc2Br)cc2c1OCCO2 | -0.4

Some of the entries so far, with the structure last.
HDAC3 inhib	Compound
0.7	CCN(CC)S(=O)(=O)c1cccc(C(=O)N[C@H](C(=O)NC2=NCCS2)C(C)C)c1
-2.0	Nc1c(N(CCO)C(=O)C2CCCC2)c(=O)[nH]c(=O)n1Cc1ccccc1
7.3	COc1ccc(CC(=O)Nc2ccc(S(=O)(=O)N3CCCC3)cc2)c(OC)c1
-4.2	Cc1ccc2c(c1)-n1c(nc3ccccc3c1=O)C(CC(C)C)NC2=O (stereo not drawn)
1.0	COc1ccc(OC)c(C=NNC(=O)c2ccccc2NS(=O)(=O)c2cccs2)c1
-1.8	CCCCC1C(=O)N(c2ccccc2)N(c2ccc(O)cc2)C1=O (stereo not drawn)

(cont.)
Structure | HDAC3 inhib
Cc1noc(C)c1COc1ccccc1C(=O)N1CCN(c2cccc(C(F)(F)F)c2)CC1 | 0.7
Cc1ccccc1C(=O)Nc1cc(S(=O)(=O)N2CCOCC2)ccc1N1CCN(C)CC1 | 4.7
COc1cccc(NC(=O)COC(=O)c2ccc(C)c(S(=O)(=O)N3CCCCC3)c2)c1 | -0.4
Cc1noc(C)c1COc1ccccc1C(=O)NC(C)c1ccc(Cl)cc1 (stereo not drawn) | 4.1
CC(C)(C)OC(=O)C[C@@H]1C/C=C\C[C@@H](CC(=O)N[C@H](CO)Cc2ccccc2)C(=O)NC[C@H](c2ccccc2)OC1=O | 3.8
O=C(NNC(=O)c1cncc(Br)c1)c1ccncc1 | 2.5
COc1cccc(NC(=O)c2c(F)cccc2F)c1 | -6.8
CCCN(CC(=O)Nc1ccccc1OC)C(=O)c1ccccn1 | 3.0
O=C(NCc1ccc(F)cc1)C1CCCN1S(=O)(=O)c1ccccc1C(F)(F)F (stereo not drawn) | 3.7
Cc1noc(C)c1COc1ccc(C(=O)N2CCC(C)CC2)cc1 | 5.4
O=C(N[C@@H]1C/C=C\C[C@H](CC(=O)N(CCO)Cc2ccccc2)C(=O)N[C@@H](Cc2c[nH]c3ccccc23)COC1=O)OCC1c2ccccc2-c2ccccc21 | 5.7
C=CC[C@@H](CC(=O)N(CCO)Cc1ccccc1)C(=O)N[C@H](COC(=O)[C@@H](CC=C)CC(=O)OC(C)(C)C)c1ccccc1 | 21.2
C[C@H](CO)N1C[C@H](C)[C@@H](CN(C)Cc2ccc(Cl)c(Cl)c2)Oc2c(NC(=O)c3ccncc3)cccc2C1=O | 3.5
O=C(CSc1nc2ccccc2c(=O)n1-c1ccccc1F)N1CCOCC1 | 11.6
C[C@H](CO)N1C[C@H](C)[C@@H](CN(C)Cc2ccncc2)Oc2c(NC(=O)CCCCCC(=O)Nc3ccccc3N)cccc2C1=O | 57.0*
O=C(CN1CCN(S(=O)(=O)c2cccs2)CC1)NCC1CCCCC1 | -2.9
Cc1cccc(OCC(=O)NCc2nnc3ccc(C(F)(F)F)cn23)c1C | -1.6
C=CC[C@H](CC(=O)N[C@H](CO)Cc1ccccc1)C(=O)N[C@@H](COC(=O)[C@@H](CC=C)CC(=O)OC(C)(C)C)Cc1c[nH]c2ccccc12 | 31.9*
O=C(COC(=O)CNC(=O)c1ccccc1Cl)NC1CC1 | 4.4
CCN(C(=O)COC(=O)c1ccc(O)cc1)c1cccc2ccccc12 | 2.0

(further entries)
Structure | HDAC3 inhib
CC1CC1C(=O)OCC(=O)NC(=O)c1ccc(C(C)(C)C)cc1 (stereo not drawn) | 1.6
CCC(C(=O)OCc1csc(CC(=O)Nc2ccccc2C)n1)c1ccccc1 (stereo not drawn) | -2.3
COc1ccc(-c2oc(=O)c3cc(OC)c(OC)cc3c2C#CC2(O)CCCCC2)cc1 | -0.3
CSc1ccc(/C=C/C(=O)OCC(=O)NC2CCS(=O)(=O)C2)cc1 (stereo not drawn) | -15.7
Cc1cc(Cl)ccc1NC(=O)COC(=O)c1c(C)noc1C | -0.9
CCCCN(C(=O)c1cccc(-n2cnnn2)c1)c1c(N)n(CC(C)C)c(=O)[nH]c1=O | -3.6
CCOC(=O)C1CCN(C(=O)CN2C(=O)NC3(CCCCC3)C2=O)CC1 | 2.6
O=C(O)c1cc(S(=O)(=O)Nc2ccc3cn[nH]c3c2)ccc1Cl | 8.9
O=C(COC(=O)c1ccc(CO)cc1)c1ccc(S(=O)(=O)N2CCCCC2)cc1 | 2.1
O=C(COC(=O)Cc1ccc(Cl)cc1)NCCc1ccccc1 | 1.9
CC(C)[C@H](NC(=O)c1ccccc1)C(=O)OCC(=O)Nc1sccc1C(N)=O | 3.9

As a short view, some entries already given:
Structure | HDAC3 inhib
O=C(COC(=O)Cc1ccc(Cl)cc1)NCCc1ccccc1 | 1.9
CC(C)[C@H](NC(=O)c1ccccc1)C(=O)OCC(=O)Nc1sccc1C(N)=O | 3.9
